# Assay outcomes (PubChem)
# FadD28 binding: inhibitors of FadD28 bisubstrate probe binding, primary screen, biochemical, fluorescence polarization, single point. inhibition, % at 12.5 µM. 0.22% of 360,000 active. AID 588549, 2011; in the data active = inhibition above about 8.5%, passing the limit was not always enough; inconclusive = no clear call, values can overlap the other calls
# CCHF vOTU inh: CCHFV vOTU protease inhibitors, primary screen, biochemical, Pep-AMC substrate, fluorescence; Crimean-Congo hemorrhagic fever virus L polyprotein viral ovarian tumor (vOTU) protease …; inhibition, % at 11.5 µM; 0.55% of 370,000 active; AID 651958, 2012; in the data active = inhibition above about 30%; note: 0% = vehicle wells with enzyme and 100% = no enzyme wells
# Anthrax LF prot: Bacillus anthracis LF protease inhibitors, primary screen, biochemical, multiplex microsphere, MLPCN library | Lethal factor (Bacillus anthracis), P15917 | multiplex microsphere protease cleavage assay | inhibition, % at 10 µM | 0.12% of 360,000 active; note: plate controls were buffer without enzyme for full effect and enzyme alone for no effect
# Target sequence (P15917 whole entry, looked up): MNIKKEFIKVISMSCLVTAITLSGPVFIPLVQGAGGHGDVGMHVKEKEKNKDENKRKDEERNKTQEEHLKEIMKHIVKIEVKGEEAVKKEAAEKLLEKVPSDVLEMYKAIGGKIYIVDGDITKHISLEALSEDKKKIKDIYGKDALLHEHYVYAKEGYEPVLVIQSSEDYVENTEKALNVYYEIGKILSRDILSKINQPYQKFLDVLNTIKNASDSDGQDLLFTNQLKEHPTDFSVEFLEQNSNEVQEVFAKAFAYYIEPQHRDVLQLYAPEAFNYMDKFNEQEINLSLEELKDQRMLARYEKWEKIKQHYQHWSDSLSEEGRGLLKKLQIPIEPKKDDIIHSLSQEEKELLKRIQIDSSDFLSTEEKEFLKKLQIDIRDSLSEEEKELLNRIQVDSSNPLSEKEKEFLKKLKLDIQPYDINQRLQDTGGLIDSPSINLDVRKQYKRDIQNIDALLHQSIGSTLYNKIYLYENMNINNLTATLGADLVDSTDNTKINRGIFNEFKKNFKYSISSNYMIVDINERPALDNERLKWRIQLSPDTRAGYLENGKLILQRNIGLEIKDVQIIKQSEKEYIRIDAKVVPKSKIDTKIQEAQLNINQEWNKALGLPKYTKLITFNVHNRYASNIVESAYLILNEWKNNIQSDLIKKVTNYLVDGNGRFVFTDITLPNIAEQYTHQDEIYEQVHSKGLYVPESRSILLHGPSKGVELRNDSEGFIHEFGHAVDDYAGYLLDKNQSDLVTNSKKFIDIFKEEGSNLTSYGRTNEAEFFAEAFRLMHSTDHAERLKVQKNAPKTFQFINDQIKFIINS
# PfHsp40 rescue: rescue of yeast from PfHsp40 toxicity, primary screen, S. cerevisiae, ATP luminescence; growth rescue, % at 12.5 µM; 0.68% of 340,000 active; S. cerevisiae expressing PfHsp40, growth rescue; in the data active = growth rescue above about 28%, passing the limit was not always enough; inconclusive = no clear call, values can overlap the other calls;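 note: yeast W303a lacking pdr1 and pdr3 grown in galactose medium; growth measured after three days at 30 °C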
# TcdB inh: TcdB glycohydrolase inhibitors, primary screen, biochemical, single point, plate reader; TcdB glycohydrolase enzymatic assay; Toxin B (Clostridioides difficile), P18177; 0.24% of 350,000 active; inhibition, % at 9.99 µM; in the data active = inhibition above about 10%
# BoNT-F LC inh: BoNT/F light chain protease inhibitors, primary screen, biochemical, flow cytometry, MLPCN library | Botulinum neurotoxin type F light chain protease (Clostridium botulinum) | Multiplex microsphere protease cleavage assay | inhibition, % at 10 µM | 0.22% of 360,000 active | AID 588497, 2011; in the data active = inhibition above about 35%, passing the limit was not always enough; inconclusive = no clear call, values can overlap the other calls; note: plate controls were buffer without enzyme for full effect and enzyme alone for no effect
# Y pestis TopoI: Yersinia pestis topoisomerase I inhibitors, primary screen, biochemical, cleavage product accumulation, plate reader, single point; 0.064% of 360,000 active; DNA topoisomerase I (Yersinia pestis CO92); Y. pestis Topo-I cleavage product accumulation; activity, % at 10 µM; in the data active = activity above about 50%, passing the limit was not always enough; inconclusive = no clear call, values can overlap the other calls; note: inactives centre near 2
# BoNT A protease: BoNT/A light chain protease inhibitors, primary screen, biochemical, flow cytometry, MLPCN library | Botulinum neurotoxin type A light chain protease (Clostridium botulinum A str. ATCC 3502) | multiplex microsphere protease substrate cleavage | inhibition, % at 10 µM | 0.17% of 360,000 active | AID 588499, 2011; note: plate controls were buffer without enzyme for full effect and enzyme alone for no effect
# PrPC TRFRET: inhibitors of human cell surface prion protein PrPC, primary screen, cell-based, TR-FRET. inhibition, % at 13.8 µM. Major prion protein (Homo sapiens), P04156. 0.43% of 370,000 active. TR-FRET read-out; in the data active = inhibition above about 24%; note: 0% = median of the test wells and 100% = reference compound wells
# Numbers without * were called inactive; ? = inconclusive; nt = not tested or not shown. Cut-off read from the data, not from the text of the source, unless noted: active = inhibition above about 30%; inconclusive = no clear call, values can overlap the other calls; inactive = below that.
SMILES,FadD28 binding,CCHF vOTU inh,Anthrax LF prot,PfHsp40 rescue,TcdB inh,BoNT-F LC inh,Y pestis TopoI,BoNT A protease,PrPC TRFRET
CCOc1ccccc1CN1CCN(CCCn2cccn2)CC1CCO (stereo not given),0.1,-3.8,-1.9,-1.5,-6.4,-2.1,0.5,0.1,7.6
COc1ccccc1NC(=O)c1ccc(NC(=O)COC(=O)c2ccc(O)cc2)cc1,-1.9,1.4,12.5,0.3,-0.6,-9.5,2.6,-0.5,-1.1
Nc1cc2nsnc2cc1Br,3.1,97.3*,4.6,1.8,nt,-3.5,-7.5,2.4,-17.5
O=C(O)CN1C(=O)/C(=C\c2cc(Br)ccc2OCc2ccccc2F)SC1=S,-5.0,18.3,0.5,3.7,0.1,5.1,5.9,1.3,-3.9
O=C(CN1C(=O)COc2ccccc21)NCCCN1CCCCC1,-2.7,-5.6,-3.1,0.6,1.7,-2.5,0.7,-1.7,-6.6
O=[N+]([O-])c1ccc(OCc2cn([C@@H](CO)c3ccccc3)nn2)c(Br)c1,-1.6,0.1,-3.3,0.1,0.0,-0.4,-12.9,-0.4,-2.8
COc1ccc(N(CC(C)C)S(=O)(=O)c2nnc(NC(=O)CC(C)C)s2)cc1,-1.1,-13.2,14.9,-0.4,0.1,-0.6,3.3,-0.4,5.4
O=C(CN1C(=O)c2ccc([N+](=O)[O-])cc2C1=O)NCCC1=CCCCC1,-3.1,1.1,?,0.2,2.5,?,0.4,?,-17.6
COc1ccc(CN2CCNC(=O)C2CC(=O)N(C)Cc2ccon2)c(F)c1 (stereo not given),0.8,-4.3,-3.7,-0.3,3.2,-15.5,4.9,-7.5,2.5
CSCCC(N=Cc1c(O)n(-c2ccc(F)cc2)c(=O)[nH]c1=O)C(=O)OC(C)(C)C (stereo not given),1.4,2.3,3.2,0.0,nt,-1.8,10.8,0.9,-1.2
O=C(O)c1ccc(C(=O)Nc2ccc(F)cc2)cc1,0.5,2.5,3.0,-1.6,2.1,-0.3,0.6,-0.4,5.0
Nc1nc(SCc2ccccc2)ns1,-2.4,9.4,1.6,-0.5,nt,-16.0,0.2,0.0,6.6
CCOC(=O)C1=C(O)C(=O)N(Cc2cccnc2)C1c1ccc(OC)cc1 (stereo not given),-1.6,19.3,-10.5,-0.1,5.0,0.8,-1.6,-0.4,-4.5
CC1CC(C)CN(CCCNS(=O)(=O)c2ccc3c(c2)oc(=O)n3C)C1 (stereo not given),-3.0,-3.1,-5.1,-0.8,1.0,-4.5,1.3,-1.7,-2.4
O=C(O)c1ccccc1C(=O)c1ccc2oc(=O)[nH]c2c1,0.8,3.4,3.2,0.2,0.5,4.1,-5.2,0.0,-0.1
CC(C)NC(=O)C1(C)CCN1C/C=C/c1ccccc1 (stereo not given),-1.2,7.2,-7.8,nt,-3.7,0.2,1.9,0.0,6.2
Cc1nc2c(OCCOc3ccccc3)cccn2c1N(C)C(=O)CCC1CCCC1,-4.3,10.8,-5.5,nt,1.4,4.5,13.1,0.0,-0.3
CS(=O)(=O)c1ccc(Cl)c(NC(=O)Cc2c(Cl)cccc2Cl)c1,-3.7,11.4,-0.4,-1.8,1.2,2.6,-9.1,0.4,-4.2
CCCCNS(=O)(=O)c1ccc(OCC(=O)N2CCN(Cc3ccc4c(c3)OCO4)CC2)cc1,-4.0,-7.0,-2.3,0.7,-1.0,-4.6,37.8,2.1,10.2
CN1CCN(c2ccccc2NC(=O)c2cc3c(s2)-c2ccccc2OC3)CC1,-1.4,-5.5,-0.7,0.7,1.4,-1.4,4.6,1.0,-1.1
COc1ccc(Cl)cc1NC(=O)c1nnn(CC(=O)Nc2ccc3c(c2)OCO3)c1N,-1.2,19.1,1.0,0.9,0.0,2.3,19.9,0.5,8.9
Cc1n[nH]c(=S)n1-c1ccc(Cl)cc1,-0.5,-5.6,-3.4,-0.9,1.1,-3.9,-2.0,-0.1,10.2
CCCn1c(N)c(N(CCOC)C(=O)c2cc3c(s2)CCCCC3)c(=O)[nH]c1=O,-4.7,-0.2,-2.7,0.7,0.6,-1.2,0.0,0.4,2.1
CCOc1nc2ccccc2nc1NS(=O)(=O)c1ccc(Cl)cc1,-0.1,12.4,-11.7,-1.0,0.2,13.3,3.5,-2.2,-2.1
Cc1[nH]c(C)c(S(=O)(=O)Nc2cccc(Cl)c2C)c1C(=O)N1CCCCC1,-5.7,15.7,2.5,1.4,-0.2,2.5,12.3,1.7,8.4
COc1cc(/C=N/NC(=O)c2cccc(S(=O)(=O)N3CCOCC3)c2)cc(OC)c1O,-2.7,17.3,-2.6,-0.7,-25.2,-2.4,-2.9,0.0,3.8
CNCCCc1ccccc1,-1.2,-6.7,-0.5,1.0,nt,3.6,-1.9,-2.0,12.2
CCCCN=Cc1sc2ccc(OCC)cc2c1O,-1.6,-4.4,-2.2,1.9,nt,-9.3,4.0,0.5,-2.6
Cc1ccc2nc(N/C(=N/S(=O)(=O)c3ccc(F)cc3)c3ccccc3)sc2c1,-0.3,5.1,-1.3,-0.1,-0.4,-1.6,-1.3,0.3,0.0
Cc1cc(=O)n(CCO)c(O)c1C#N,-0.7,4.5,6.3,-1.3,nt,-6.0,1.1,-0.9,-1.5

# Reprinted from above, 2 compounds:
SMILES,FadD28 binding,CCHF vOTU inh,Anthrax LF prot,PfHsp40 rescue,TcdB inh,BoNT-F LC inh,Y pestis TopoI,BoNT A protease,PrPC TRFRET
CC(C)NC(=O)C1(C)CCN1C/C=C/c1ccccc1 (stereo not given),-1.2,7.2,-7.8,nt,-3.7,0.2,1.9,0.0,6.2
Cc1nc2c(OCCOc3ccccc3)cccn2c1N(C)C(=O)CCC1CCCC1,-4.3,10.8,-5.5,nt,1.4,4.5,13.1,0.0,-0.3

# The listing picks up with the two entries that preceded the break.
SMILES,FadD28 binding,CCHF vOTU inh,Anthrax LF prot,PfHsp40 rescue,TcdB inh,BoNT-F LC inh,Y pestis TopoI,BoNT A protease,PrPC TRFRET
Cc1ccc2nc(N/C(=N/S(=O)(=O)c3ccc(F)cc3)c3ccccc3)sc2c1,-0.3,5.1,-1.3,-0.1,-0.4,-1.6,-1.3,0.3,0.0
Cc1cc(=O)n(CCO)c(O)c1C#N,-0.7,4.5,6.3,-1.3,nt,-6.0,1.1,-0.9,-1.5
COCc1ccc(CN2CCC(n3nccc3NC(=O)CCCc3ccccc3)CC2)o1,-4.5,11.5,-4.5,0.9,1.5,0.3,7.0,-1.6,1.9
Cc1ccccc1C(=O)N1CCN(c2ccccn2)CC1,0.2,4.8,-4.8,-0.4,nt,-4.1,6.8,0.1,2.3
CCOc1ccc2oc(C(=O)N(Cc3nnc(-c4ccccc4Cl)o3)C3CC3)c(C)c2c1,-3.4,11.2,-0.2,5.8,-1.0,-3.2,32.8,3.4,-6.9
COc1ccc(-c2noc(CN(C)C(=O)Nc3ccccc3)n2)cc1,-1.8,-9.9,-0.2,2.3,1.4,-1.5,1.9,0.0,2.9
Cc1cc(NC(=O)CCOc2ccc(F)cc2)no1,-1.0,-7.9,nt,-0.7,0.3,nt,3.6,nt,6.9
CC(C)NC(=O)N1CCN(c2ccncc2S(=O)(=O)N2CCCCC2)CC1,-3.5,-1.9,-3.3,-0.6,0.4,-5.3,1.1,-0.1,-1.9
O=S(=O)(c1ccccc1)c1nnn2c1nc(NC1CCN(Cc3ccccc3)CC1)c1ccccc12,-4.6,19.8,1.4,0.4,-0.1,-7.5,0.3,-1.8,-10.8
OCC1(Cc2ccc(Cl)cc2)CCN(CCCc2ccccc2)CC1,0.0,-8.2,-6.5,-1.1,-0.5,-2.0,4.6,-0.2,-8.6
CC1(C(=O)NS(=O)(=O)c2ccccc2Cl)CCN1C(=O)c1ccccc1 (stereo not given),-1.0,7.7,-7.6,nt,0.7,-1.6,12.0,0.5,1.3
Cc1ccc(-c2csc(NC(=O)C3CSC4(C)CCC(=O)N34)n2)cc1 (stereo not given),-1.3,4.9,-1.5,-1.2,1.7,6.9,3.4,-5.5,-0.9
Cc1cc(NC(=O)CSc2cc(Cl)ccc2Cl)n(-c2ccccc2)n1,-2.6,10.0,-0.5,0.5,2.3,-2.2,15.3,0.5,14.3
CC(C(=O)Nc1sc2c(c1C(=O)NCC1CCCO1)CCC2)N1C(=O)c2ccccc2C1=O (stereo not given),-0.7,-5.7,-1.0,-1.1,1.2,-0.7,-5.8,-0.5,-4.0
Cc1ccccc1OCC(=O)NNC(=O)c1ccc(-n2cncn2)c([N+](=O)[O-])c1,-2.4,-5.6,-2.5,1.4,1.3,1.9,3.2,-0.4,-12.5
O=C(CSc1nc2ccccc2s1)Nc1ccc2c(c1)oc1ccccc12,-0.1,-2.2,-1.3,-0.1,nt,-0.4,-6.8,-0.3,2.1
CCn1nc(C)c(CNC(=O)Nc2ccccc2C(=O)OC)c1C,0.0,-12.5,-2.1,-1.3,0.2,2.5,9.6,0.0,4.3
COc1ccc(C2SCCN2C(=O)c2ccc([N+](=O)[O-])cc2)cc1 (stereo not given),-2.8,5.7,-4.3,0.5,-0.8,-2.0,-2.3,-0.2,-13.8
CC(C)=CCC1=C(OCC(=O)O)C(=O)c2ccccc2C1=O,-0.7,110.4*,-13.8,-2.4,-10.1,-8.9,-4.0,-0.6,-5.9
CCc1nnc(NC(=O)CSc2ncc(-c3ccccc3)[nH]2)s1,-1.8,nt,-0.8,0.2,-0.3,4.0,6.1,0.3,nt
Cc1occc1-c1nnc(SCC(=O)NC2CCCCC2)o1,-2.5,3.3,3.9,-0.8,0.9,-1.0,-4.1,0.2,3.7
CSc1ccc(CNCc2ccc3c(c2)OCO3)cc1,0.2,-10.4,-3.7,0.4,0.2,-25.6,1.0,-0.1,-4.0
CCc1nc2ccc(C(=O)Nc3cccc(NS(C)(=O)=O)c3)cn2c1N(CC)Cc1cccc(Br)c1,-1.1,25.8,-1.1,nt,-6.1,-2.5,-1.4,-0.2,12.4
COc1ccc(-n2nnnc2C(c2ccnc3ccccc23)N2CCC(n3c(=O)[nH]c4ccccc43)CC2)cc1 (stereo not given),-5.4,3.3,-2.4,nt,1.7,3.2,nt,0.0,-4.8
COc1ccc(NCc2nnc(SCc3ccc(Cl)cc3)n2-c2ccccc2)cc1,-1.7,27.6,-0.6,0.5,nt,-13.2,11.6,-0.2,16.1
Cn1ncc([N+](=O)[O-])c1C(=O)Nc1cccc(Cl)c1,-5.5,4.6,3.9,0.0,1.3,14.0,2.1,0.8,-6.6
Cc1ccc(C(=O)COC(=O)CN2C(=O)C3C4CCC(C4)C3C2=O)cc1C (stereo not given),-5.9,11.7,1.1,-1.6,1.6,4.2,11.3,0.2,0.6
Cc1cccc(CSc2nc3c(c(=O)[nH]2)CCC3)c1,-2.4,-2.3,-1.6,-0.4,3.0,-8.4,2.7,0.2,1.8
Cc1cc2nc(-c3ccc(F)cc3)c(CC3CCCCC3)n2c(C)c1Br,nt,4.0,-4.4,nt,0.8,0.1,nt,0.5,-1.7
COC(=O)C1=C(C)N(c2ccc(Cl)cc2)/C(=C/c2ccc(O)cc2)C1=O,-2.4,3.6,1.5,-0.2,0.7,2.0,-0.5,-0.8,7.6
CCN1C(=O)S/C(=C/c2ccc(Oc3ccc([N+](=O)[O-])cn3)c(OC)c2)C1=O,-1.7,5.4,-2.6,-0.9,1.3,-4.2,20.3,-0.1,2.9
CCCCc1cc(=O)oc2c(C)c(OCC(=O)N3CCCC3)ccc12,-0.7,-13.4,nt,-1.8,1.0,nt,-0.8,nt,-2.3
Cc1ccccc1N1CCN(c2ccc(NC(=O)C3CCCCC3C(=O)O)cc2)CC1 (stereo not given),1.4,9.7,-3.0,-0.7,nt,-9.7,7.5,-0.2,8.8
Cn1nc(C(F)(F)F)c(CNC(=O)C(C)(C)CCl)c1N1CCOCC1,-1.3,-2.4,-6.3,-0.3,0.4,-1.7,5.3,-0.8,-0.5
